Bioassay records from PubChem.
S1P4 antag: antagonists of human S1P4 receptor. O95977. S1P4-expressing cells, antagonist mode, reporter read-out. inhibition, % at 4.98 µM. hit rate 0.26% among 220,000; in the data active = inhibition above about 29%;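 note: 0% = wells stimulated with agonist and 100% = vehicle wells without agonist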
NPY-Y1 antag: NPY-Y1 (human) receptor antagonism; P25929; HEK293-CNG Y1 cells, membrane potential fluorescence; NPY at EC95, then isoproterenol; inhibition, % at 3.6 µM; hit rate 1% among 200,000;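 active = inhibition above the campaign mean inhibition of all tested compounds plus 3 SD, cut at about 20% in these data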;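 note: 0% = DMSO wells given NPY plus isoproterenol and 100% = isoproterenol alone without NPY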
Target sequence (P25929 whole entry, looked up): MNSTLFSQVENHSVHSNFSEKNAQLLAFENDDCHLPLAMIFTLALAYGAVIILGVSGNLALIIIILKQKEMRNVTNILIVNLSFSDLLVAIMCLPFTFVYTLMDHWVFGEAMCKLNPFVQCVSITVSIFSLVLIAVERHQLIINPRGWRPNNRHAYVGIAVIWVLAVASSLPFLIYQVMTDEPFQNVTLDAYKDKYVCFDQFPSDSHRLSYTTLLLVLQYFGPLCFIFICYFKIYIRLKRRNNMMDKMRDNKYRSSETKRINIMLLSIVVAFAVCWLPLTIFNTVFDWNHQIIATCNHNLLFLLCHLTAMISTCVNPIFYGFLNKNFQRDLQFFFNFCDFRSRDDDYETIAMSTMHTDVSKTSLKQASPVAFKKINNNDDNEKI
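Material: Y1- and CNG-channel-expressing HEK293 cells / Probe or stimulus: NPY 25 nM then isoproterenol 1 µM plus Ro 20-1724 25 µM / Doses: 3.6 µM single dose, DMSO 0.4% / Schedule: compound incubation 1 h at room temperature, readout 45 min post-stimulation / Signal: membrane potential fluorescence / Benchmarks: isoproterenol-only wells as full block versus NPY-plus-isoproterenol wells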
NPY1 pot ag: potentiates or activates human NPY-Y1 receptor; NPY-Y1 expressing cells, potentiator/agonist activation; activation, % at 3.6 µM; hit rate 0.37% among 220,000; AID 1304; in the data active = activation above about 33%, passing the limit was not always enough;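 note: cells stimulated with NPY at EC10 then isoproterenol at EC100; 0% = low agonist plus stimulus and 100% = saturating agonist plus stimulus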
S1P4 agonist: activates the human S1P4 receptor | O95977 | S1P4-expressing cell line, agonist reporter assay | activation, % at 4.98 µM | hit rate 0.35% among 220,000; in the data active = activation above about 11%;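 note: 0% = DMSO vehicle and 100% = reference agonist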
EP2 antag: EP2 receptor (human) inhibition. P43116. AID 1422. hit rate 0.52% among 260,000. C6 glioma cells expressing human EP2, cAMP TR-FRET; cells stimulated with saturating PGE2. inhibition, % at 25 µM;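 active = percent inhibition above 40 after rounding to a whole number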;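 note: rat C6 glioma host cells with rolipram phosphodiesterase inhibitor present; the protocol text gives 20 µM as final concentration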
Target sequence (P43116 whole entry, looked up): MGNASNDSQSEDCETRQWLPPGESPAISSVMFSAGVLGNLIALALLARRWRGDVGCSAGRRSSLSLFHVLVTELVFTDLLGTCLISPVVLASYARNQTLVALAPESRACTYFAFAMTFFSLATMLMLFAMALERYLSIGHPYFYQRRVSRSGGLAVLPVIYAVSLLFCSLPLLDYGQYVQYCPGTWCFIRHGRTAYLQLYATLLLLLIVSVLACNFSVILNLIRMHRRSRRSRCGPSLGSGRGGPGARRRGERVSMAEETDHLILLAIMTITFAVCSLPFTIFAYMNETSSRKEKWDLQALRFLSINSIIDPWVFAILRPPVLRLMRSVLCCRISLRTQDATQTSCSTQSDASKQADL
EP2 modulator: EP2 receptor (human) modulation; P43116; EP2-expressing cells, cAMP HTRF FRET, PGE2 co-stimulation; induction, % at 25 µM; hit rate 0.83% among 260,000;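 active = compounds whose cAMP rise, as percent of the full-agonist control response, exceeds 60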;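 note: rat C6 glioma line stably carrying human EP2 under a CMV promoter; the protocol text gives 20 µM as final concentration; 100% = response of wells given 1 µM PGE2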
eIF4E-4G inh: inhibitors of eIF4E and eIF4G interaction in translation initiation. AID 782. P63073+Q04637. hit rate 0.37% among 220,000. inhibition, % at 21.7 µM. TR-FRET eIF4E-eIF4GI(517-606) binding, 2 h;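 active = inhibition above about 30%, limit read from the data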;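 note: 0% = full FRET control wells and 100% = background wells lacking eIF4GI fragment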
p97 ATPase inh: blocks human p97 ATPase activity. recombinant p97 ATPase, Kinase-Glo ATP luminescence, 3 h. P55072. inhibition, % at 8 µM. hit rate 0.42% among 220,000; in the data active = inhibition above about 15%;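 note: 0% = DMSO vehicle and 100% = wells lacking enzyme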
NPY-Y2 PAM-ag: potentiates or activates human NPY-Y2 receptor; P49146; cells expressing NPY-Y2, potentiator/agonist read-out; activation, % at 3.6 µM; hit rate 0.45% among 220,000; in the data active = activation above about 27%;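 note: cells stimulated with NPY near EC25 plus isoproterenol at EC100; 0% = vehicle plus submaximal agonist and 100% = vehicle plus saturating agonist; some results beyond the cut were filed as inactive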
Numbers without * were called inactive; x = no result given; & = joins results of further samples; [ ] = another dose, or the depositor's remark. The list is partial, so the mix of outcomes need not match the whole.

SMILES	S1P4 antag	NPY-Y1 antag	NPY1 pot ag	S1P4 agonist	EP2 antag	EP2 modulator	eIF4E-4G inh	p97 ATPase inh	NPY-Y2 PAM-ag
CCN(CC1COc2ccccc2O1)S(=O)(=O)c1ccc(C)cc1 (configuration not stated)	-6	2	4	0.7	7	-69	-5	-3	11
COc1cccc2cc(C(=O)C3=C(O)C(=O)N(CCN(C)C)C3c3ccc(F)cc3)oc12 (configuration not stated)	5	6	6	0.4	35	26	6	9	6
CC(c1ccco1)N(C(=O)c1ccccc1NS(=O)(=O)c1cccc([N+](=O)[O-])c1)c1ccccn1 (configuration not stated)	-7	3	-10	1.2	13	21	9	2	10
CN1CCN(C2=C(NS(=O)(=O)c3cccs3)C(=O)c3ccccc3C2=O)CC1	-3	x	-2	1.8	12	6	-3	2	-27
FC(F)(F)c1cc(-c2ccccc2)nc(N2CCOCC2)n1	2	3	5	3.1	10	65*	4	-3	1
Cc1cc(-c2ccccc2)nc(SC(C(=O)O)c2ccccc2)n1 (configuration not stated)	-15	7	-30	0.0	2	4	-1	-2	-12
C=CCn1c(SCC(=O)Nc2ccccc2CC)nnc1-c1ccncc1	-10	3	12	3.4	6	24	-2	3	9
Cc1cccc(NC2SC(=O)N(CC(=O)O)C2=O)c1 (configuration not stated)	-11	2	2	-3.0	6	27	-1	0	-6
S=C(Nc1ccccc1)N(CCN1CCOCC1)Cc1cccc(Cl)c1	9	4	3	-0.6	7	16	-3	3	-21
CC(C)c1nnc(NC(=O)CSc2nnc(-c3ccco3)o2)s1	-7	-2	-2	-1.9	10&5	8&23	5	1	5
COc1ccc(C(=O)CN2CCN(c3ccc(F)cc3)CC2)cc1OC	0	-5	4	1.4	x	-18	1	4	-5
COc1cccc(OC)c1C(=O)NC(=S)Nc1cc(-c2nc3ccccc3[nH]2)ccc1Cl	-13	1	-11	0.3	1	-35	0	5	3
O=[N+]([O-])c1ccc2nc(NCCCO)nc(-c3ccccc3)c2c1	-17	2	-6	1.6	11	41	8	4	3
O=C(Nc1cccc([N+](=O)[O-])c1)C12CC3CC(C1)CC(n1cnc([N+](=O)[O-])n1)(C3)C2	2	-6	6	-2.0	8	-10	10	2	9
O=S(=O)(NCC(c1cccnc1)N1CCN(c2ccc(F)cc2)CC1)c1ccc(F)cc1 (configuration not stated)	-10	5	-30	-0.3	11	-8	2	3	-14
CC(=O)c1ccc(NC(=O)C(C)OC(=O)c2ccc3c(c2)nc(C)n3-c2ccccc2)cc1 (configuration not stated)	-3	6	-24	-1.2	4	-12	-2	1	-15
CCCCN(C(=O)CN1C(=O)C2CC=CCC2C1=O)c1c(N)n(CCC)c(=O)[nH]c1=O (configuration not stated)	-3	-5	12	-1.0	1	20	-9	3	-3
COc1ccc(/C=C(/C#N)C(=O)NC2CCCCC2)cc1Br	-10	1	8	-1.3	4	-11	1	-3	-1
O=C(O)C(Cc1ccccc1)n1c(=S)[nH]c2ccccc2c1=O (configuration not stated)	-15	2	-8	1.1	9	19	3	6	-2
CCC(=O)Nc1ccc(NC(=O)CSc2nnnn2-c2cccnc2)cc1C	-8	3	12	0.4	16	-9	6	-1	-6
CC1Cc2ccccc2N1C(=O)CSc1nc2ccccc2n1CC(=O)N1CCOCC1 (configuration not stated)	4	5	-3	-4.4	6	27	6	2	7
CC(NC(=O)CCCOc1ccc(Cl)cc1)c1ccccc1 (configuration not stated)	-3	3	-26	-0.4	12	-42	-1	-2	-4
CC(C1CC1)N(C(=O)c1ccccc1[N+](=O)[O-])c1ccccc1 (configuration not stated)	-5	-2	13	1.5	7	42	2	-1	11
O=C(/C=C/c1ccco1)Nc1cccc(-c2nc3ccccc3[nH]2)c1	-6	20*	-41	-3.2	x	-7	-10[fluorescence artefact?]	10	-7
O=C(CSc1nc(N2CCCCC2)nc(N2CCCCC2)n1)N1CCc2ccccc21	-16	3	-13	-3.7	13	13	-4	0	-11
COc1ccc(-c2noc(C3CCCN(C(=O)Nc4ccccc4)C3)n2)cc1 (configuration not stated)	-23	1	-5	1.1	13	-77	2	2	-15
CCNC(=O)CSc1nnc(C2CC2)n1-c1ccccc1	-23	-1	13	-0.2	8	31	0	-1	-5
CCCC1(c2ccccc2)NC(=O)N(CC(=O)Nc2sc(-c3ccccc3)cc2C(=O)OCC)C1=O (configuration not stated)	-19	-3	6	0.2	13	4	-38	-2	-10
O=C(c1ccccn1)N(CC1CCCO1)C1(C(=O)NC2CCCCC2)CCCCC1 (configuration not stated)	-15	13	-13	-2.3	13	-3	0[fluorescence artefact?]	-5	-6
CCOC(=O)Cc1nn(C(C)C)c(=O)c2ccccc12	-21	0	13	-0.9	8&12	21&34	0	4	-6
Cc1ccc(C)c(NC(=O)COC(=O)CNC(=O)c2ccccc2Cl)c1	-10	2	9	-1.1	1	44	1	0	24
O=C(NCCCN1CCOCC1)c1cc2ccccc2o1	5	3	17	-0.7	10	-8	1	5	-7
Oc1ccccc1C=NC1=NN(c2cccc(C(F)(F)F)c2)CC1	1	-1	-12	0.7	9	-24	4	-5	5
O=C1CCCN1CCCNS(=O)(=O)c1cccc(F)c1	-8	2	-1	1.6	-1	1	1	2	8
O=C(COc1ccccc1/C=C\c1nc(O)c([N+](=O)[O-])c(=O)[nH]1)Nc1ccccc1	-4	1	-13	-0.8	6	12	-2	11	6
O=S(=O)(CCN1CCN(C(c2ccccc2)c2ccccc2)CC1)C(F)(F)F	1	11	19	-0.3	3	6	4	-3	15
COc1ccc(NC(=S)NC(NC(=O)c2cccc3ccccc23)C(Cl)(Cl)Cl)c([N+](=O)[O-])c1 (configuration not stated)	-9	-6	10	3.8	9	8	-35	3	-7
CCOC(=O)Cn1c(=O)oc2cc(S(=O)(=O)N(C)Cc3ccco3)ccc21	-6	-1	11	-0.3	11	10	3	-5	-7
O=C(Nc1ccc(N2CCOCC2)cc1)C1(c2ccc(Cl)cc2)CCC1	-3	5	15	-1.7	8	-41	4	-2	10
COCCN1C(=O)C(CC(=O)Nc2ccc(C(=O)O)cc2)SC1=Nc1ccccc1 (configuration not stated)	-19	-2	6	0.2	x	-5	3[fluorescence artefact?]	2	13
COC(=O)c1ccc(COc2ccc3c(C)c(C)c(=O)oc3c2C)o1	2	0	-17	2.3	7	39	3	-3	-6
CCOCCOC(=O)c1ccc(-n2cnc(C)n2)nc1	6	-2	-4	-2.1	6	-16	5	4	8
COc1ccc(-c2csc(NC(=O)c3ccc(OCC(=O)N4CCOCC4)c(OC)c3)n2)cc1	-20	2	12	0.8	22	-47	-1	2	-2
CCOC(=O)CC(=O)CSc1nnc2c(n1)[nH]c1ccccc12	-5	-3	-8	2.4	10&13	-34&-72	-6	5	-2
CC(C)Sc1nsc2nc(=O)c(/C=C3\C=Nc4ccccc43)c(N)n12	2	-2	-23	-0.3	10	-16	0	7	-12
CCCC1=C(C(=O)OCC)C(c2ccc(O)cc2)n2ncnc2N1 (configuration not stated)	-32	-2	26	0.1	10	-7	3	-6	16
Cc1cc(C(=O)NCCC2=CCCCC2)c(C)o1	-20	1	14	-2.1	2	11	4[fluorescence artefact?]	-6	-3
Cc1nn(C)cc1/C=N\NC(=O)c1ccc(Cn2cc(Cl)cn2)cc1	7	1	-20	-0.3	4	-5	4	4	13
Cc1cc(=O)[nH]c(Nc2cccc(C(F)(F)F)c2)n1	-37	3	17	3.6	17	-33	8	7	10
COc1ccc2c(c1)Cc1sc(NC(=O)c3cccnc3)nc1-2	3	-1	6	0.9	8	-33	1	4	-1

Carrying on:
SMILES	S1P4 antag	NPY-Y1 antag	NPY1 pot ag	S1P4 agonist	EP2 antag	EP2 modulator	eIF4E-4G inh	p97 ATPase inh	NPY-Y2 PAM-ag
Cc1cc(Nc2ccccc2C(=O)O)n(-c2ccc([N+](=O)[O-])cc2)n1	7	x	-22	1.8	9	-3	0	4	-17
CC(C)(C)c1ccc(OCCCC(=O)Nc2ccc(S(N)(=O)=O)cc2)cc1	-16	-10	9	-1.3	6	-21	3	4	-8
COc1ccc(Cc2[nH]n3c(=O)cc(C(C)C)nc3c2-c2ccccc2)cc1	-6	9	-28	-2.4	10	-6	1	1	-19
c1ccc(Cn2c(-c3cccs3)nc3nc4ccccc4nc32)cc1	-2	0	-11	0.3	10	50	-9	3	-5
CN(CC(=O)OCC(=O)NCc1ccccc1)S(=O)(=O)c1ccc(Cl)cc1	-12	-1	0	-0.2	3	-4	1	-1	-5
C=CCNC(=S)NN(c1ccccc1)c1ccccc1	-4	4	-4	-1.7	7	49	1	-2	-7
Cc1ccc(C=C2C(=O)c3ccccc3C2=O)s1	7	-2	11	0.4	10	-2	3[fluorescence artefact?]	-9	-31
CCOC(=O)c1c[nH]c(=S)n1C	4	x	8	0.4	16	-12	2	2	-4
O=C(NCc1cccnc1)c1ccc(Cl)cc1[N+](=O)[O-]	-12	5	5	0.8	9	2	-1	-5	1
NS(=O)(=O)c1ccc(CCNc2cc(=O)n(Cc3ccc(F)cc3)c(=O)[nH]2)cc1	-2	2	-7	-1.2	10	8	-2	0	3
CCn1c(=O)n(CC(=O)NC2CCCC(C)C2C)c(=O)c2ccccc21 (configuration not stated)	-6	0	0	-1.6	16	16	-1	0	-7
COC(=O)C1=C(C)N=c2s/c(=C/c3cccs3)c(=O)n2C1c1cccs1 (configuration not stated)	-1	0	5	-1.3	12	60	-5	4	-12
CCOC(=O)Nc1n[nH]c(NC(=O)OCC)c1[N+](=O)[O-]	-8	4	2	1.2	4	-11	-4	4	7
CCC(C)Nc1nc2c(c(=O)n(C)c(=O)n2C)n1Cc1ccc(F)cc1 (configuration not stated)	-7	1	-25	0.3	5	18	-2	-7	11
O=C(NCC(c1ccco1)N1CCCCC1)c1ccc(OCc2ccccc2)cc1 (configuration not stated)	-14	1	-3	1.2	7	8	1	0	-16
O=C(NCc1cccs1)c1cccc(N2CCCC2=O)c1	-5	1	5	-3.8	22	-7	-1	3	-3
O=C(O)c1cccc(N2C(=O)C3CC=C(Cl)CC3C2=O)c1 (configuration not stated)	-13	2	-7	-1.4	4	10	2[fluorescence artefact?]	3	2
COc1ccc(-c2nnn(CC(=O)c3ccccc3)n2)cc1OC	-9	1	-26	-1.4	6	-21	3	-2	-11
O=C(NCc1ccccc1)c1ccc(Oc2ccc(C(=O)NCc3ccccc3)cc2)cc1	-11	-8	1	1.8	13	-19	-6[fluorescence artefact?]	-2	-2
CCOc1ccccc1NC(=O)CN(c1cc(C)cc(C)c1)S(=O)(=O)c1c(C)noc1C	12	-4	-6	1.9	9	48	1	1	6
